# Assay outcomes (PubChem BioAssay)
# MT stabilizer: microtubule stabilizers in HeLa cells, primary screen, imaging, high-content imaging; HeLa tubulin immunostaining HCS, 24 h; share of cells brighter than vehicle mean+2SD; % tubulin-high responders, % at 10 µM; hit rate 0.83% among 200,000;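 active means plate Z-score above 3 for both tubulin-high and condensed-nucleus cell shares, with cell loss under 80%, at 10 µM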;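 further: anti alpha tubulin signal scored within the nucleus-defined area of each cell; some results filed as inactive read as strong as hits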
# Ins promoter up: insulin promoter activators in MIN6 cells, imaging, high-content screening, mouse beta cells; MIN6 insulin promoter-GFP reporter; stronger effect = higher value; z-score at 5 µM; hit rate 0.3% among 190,000;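 active means z-score above 3 at 5 µM with at least 500 cells counted in the well; inconclusive means wells under 500 cells, flagged as cytotoxic or low count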
# bCat nuc transl: modulators of beta-catenin nuclear translocation, primary screen, imaging, HeLa cells, immunofluorescence, high-content | AID 1665, 2009 | nuclear translocation activity, % at 5 µM | hit rate 0.3% among 190,000;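 active means nuclear translocation activity above 50% at 5 µM, with a well cell count of 50 or more; inconclusive means wells under 50 cells across six images, flagged as toxic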;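 further: per-cell ratio of nuclear to cytoplasmic median beta-catenin stain intensity; plate controls were DMSO negative control for no effect and GSK-3 inhibitor IX positive control for full effect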
#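 System: Human HeLa cells, endogenous beta-catenin | Compound dosing: 5 µM primary, 0.02–20 µM confirmation | Timing: 24 h compound exposure at 37°C, 5% CO2 | Measured by: Fluorescence imaging of beta-catenin antibody stain plus DAPI | Read-out basis: % activation of per-cell nuclear versus cytoplasmic median beta-catenin signal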
# NOD2 inhibition: NOD2 signaling inhibitors, cell-based, luminescence, uHTS, HEK293 (AID 1566). HEK293 NOD2/NF-kB luciferase reporter, luminescence; higher % means a stronger effect. inhibition, % at 4 µM, or EC50 in µM where a hit was titrated. hit rate 0.63% among 290,000; in the data active means inhibition above about 50%; further: many of its hits are not listed in these tables
# Lipid droplet: inhibitors of hepatocyte lipid droplet formation, primary screen, imaging, high-throughput imaging, BODIPY stain | AML12 mouse hepatocytes, oleate lipid droplets | inhibition, % at 6.5 µM | hit rate 0.4% among 240,000;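 active means lipid droplet intensity inhibited by at least 50%, with more than 500 cells counted; inconclusive means wells with under 300 cells, treated as cytotoxic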
#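 material = mouse AML12 hepatocyte cell line, fixed after treatment | also added = 100 µM oleic acid challenge | doses = compound at 6.5 µM only | schedule = overnight exposure | technique = Image-based BODIPY and DAPI two-channel analysis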
# Autophagy mod: autophagy modulators in MEF cells, primary screen, imaging, high-content, MEF GFP-LC3. hit rate 0.98% among 190,000. MEF GFP-LC3 puncta imaging; test concentration mostly 10 µM. calls only at 10 µM (by protocol). AID 463193, 2010;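 active means percentage of spot-positive cells more than 3 SD above its plate mean, without a fluorescence outlier flag or 80% toxicity; inconclusive means no clear call, values can overlap the other calls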;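 further: spot-positive cell cutoff set from DMSO-treated cells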
# Yfh1-off respiration: enhancers of respiration in Yfh1-depleted yeast, dose response, Friedreich's ataxia, plus single-dose screen (AID 1465) | S. cerevisiae Yfh1-off respiration, WST-1 reduction, 72 h; higher fold induction means a stronger effect | fold induction at 50 µM, or EC50 in µM where a hit was titrated | hit rate 0.074% among 220,000;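 active means fold induction of absorbance versus untreated yeast above a set limit, then at least 30% activation at any dose in follow-up; inconclusive means repeats straddling the limit, or above it without dose testing; inactive means fold induction below the set limit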;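 further: activators that raise dye reduction in frataxin-depleted yeast; strong numbers were not always called active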
# Dynein cargo inh: inhibitors of GR-EGFP nuclear translocation, primary screen, dynein cargo transport inhibitor project, imaging, high-content, 3617.4 mouse cells; test concentration mostly 20 µM; stimulated with dexamethasone, 1 µM; stronger effect = lower value; z-score, hits read low; hit rate 0.47% among 220,000;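 active means plate z-score of nuclear minus cytoplasmic receptor signal below a set negative limit, without overly bright fluorescence or cell loss, cut at about -3.5 in these data, passing the limit was not always enough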;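 further: z-score of nuclear minus cytoplasmic ring GR-EGFP intensity difference per well; some compounds called inactive have numbers as strong as hits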
#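 medium = tetracycline-free induction medium containing charcoal-stripped FBS | also added = 1.0 µM final dexamethasone stimulus | schedule = 48 h induction, 1 h compound, 30 min dex at 37 °C | technique = fixed, Hoechst-stained cells imaged at 10x for EGFP | measure = GR-EGFP nuclear translocation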
# WT yeast gro inh: growth inhibition of WT strain, primary screen, mitochondrial fusion inhibitor project, WT and mutant strains, chemical genetic | hit rate 2.1% among 190,000 | inhibition, % at 10 µM | mitochondrial fusion phenotypic screen; in the data active means inhibition above about 58%; tested in S. cerevisiae
# WT yeast gro inh mutant strain: recorded beside WT yeast gro inh, whose call it bears; inhibition, %; mitochondrial fusion phenotypic screen, mutant strain inhibition
# Dynein cargo inh cytoplasmic EGFP: second read-out of Dynein cargo inh, no call of its own (marks repeat the call); z-score; measured here: cytoplasmic GR-EGFP intensity; stronger effect = higher value
# Dynein cargo inh nuclear GR-EGFP: recorded beside Dynein cargo inh, whose call it bears; z-score; measured here: nuclear GR-EGFP intensity;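 lower value marks the stronger effect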
# Dynein cargo inh cell count: recorded beside Dynein cargo inh, whose call it bears; z-score; measured here: cell count per field
# Ins promoter up cell count: recorded beside Ins promoter up, whose call it bears; cell count; measured here: cytotoxicity, nuclei count;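 total cells summed across four imaged fields per well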
# Lipid droplet cells 6.5 µM: recorded beside Lipid droplet, whose call it bears; cell count; measured here: cell count, cytotoxicity flag;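 cells counted across two imaged fields per well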
# bCat nuc transl cell count 5 µM: also measured in bCat nuc transl; calls as there; cell count; measured here: cell count, cytotoxicity flag
# MT stabilizer Hoechst-high %: also measured in MT stabilizer; calls as there; % Hoechst-high responders; measured here: nuclear condensation Hoechst responders;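 share of cells brighter than vehicle mean plus two SD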
# MT stabilizer cytotoxicity %: recorded beside MT stabilizer, whose call it bears; toxicity, %; measured here: cytotoxicity by cell density;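 0% = mean cell density of plate MIN control wells and 100% = no cells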
# Autophagy mod cell loss 18 h: further read-out of Autophagy mod, marked with its call; toxicity, %; measured here: cell loss, nuclei count;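 cell loss after 18 h compound exposure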
# * hit, by the source's call; i = inactive; ? = inconclusive; / = no result given; + = active, no number; & = joins results of further samples.
SMILES,MT stabilizer,MT stabilizer Hoechst-high %,MT stabilizer cytotoxicity %,Ins promoter up,Ins promoter up cell count,bCat nuc transl,bCat nuc transl cell count 5 µM,NOD2 inhibition,Lipid droplet,Lipid droplet cells 6.5 µM,Autophagy mod,Autophagy mod cell loss 18 h,Yfh1-off respiration,Dynein cargo inh,Dynein cargo inh cytoplasmic EGFP,Dynein cargo inh nuclear GR-EGFP,Dynein cargo inh cell count,WT yeast gro inh,WT yeast gro inh mutant strain
CCOC(=O)N1CCN(C(=O)c2cnn3c(C)c(Cc4ccc(C)cc4)c(C)nc23)CC1,2.6,1.8,9.1,-0.79,1033,-0.1,1357,11%,/,/,i,4,/,1,-0.097,0.71,-1.3,-8,-10
COC(=O)c1ccc(NC(=O)Nc2ccc(F)cc2F)cc1,3.1,2.6,9.0,-0.9,1750,-2.5,1013,-50%,9,665,+,-14*,i,-0.57,-0.13,0.33,-0.48,5,2
O=c1[nH][nH]cc1C=Nc1ccc(Cl)cc1Cl,5.8,1.8,11,-0.32,1309,-3.0,1120,13%,-13,714,i,8,i,0.25,1.1,0.37,-0.059,10,-6
COCCOC(=O)C1=C(C)OC(N)=C(C#N)C1c1ccco1 (stereo not drawn),1.9,1.3,4.7,0.37,996,-2.1,1228,10%,-15,791,i,-1,i,-1.8,-0.22,-1.3,-0.089,-14,11
Cc1cc(=O)oc2c(C(=O)/C=C/c3ccccc3)c(O)ccc12,2.4,0.9,5.9,0.24,759,2.8,977,-18%,12,801,i,27,i,-1.1,-0.22,-0.62,0.55,2,-11
Cc1ccccc1Nc1nc(N)nc(COC(=O)CCS(=O)(=O)c2ccccc2)n1,1.7,2.7,8.7,-0.2,1016,2.6,743,16%,/,/,i,8,i,3.1,-0.2,2.6,-1.1,16,17
CCOc1ccccc1NC(=O)CCN1CCN(S(=O)(=O)c2ccc(OC)cc2)CC1,4.5,3.4,1.2,0.13,1946,-1.1,1054,0%,2,617,i,-11,/,0.74,-0.14,0.24,-0.08,18,23
Cc1ccc2c(c1)nnn2C1CCN(S(=O)(=O)c2ccc(C(=O)N3C(C)CCCC3C)cc2)CC1 (stereo not drawn),5.6,4.3,3.9,?,/,0.5,1386,31%,/,/,i,6,/,-0.42,-0.26,-0.026,-0.43,-11,-4
COc1ccc(NC(=O)CSc2nc3[nH]ncc3c(=O)n2-c2ccccc2OC)cc1OC,3.1,2.2,1.9,0.32,1266,-1.3,490,-1%,4,791,i,4,i,0.8,-0.1,1.9,-1.4,14,-9
CCc1[nH]nc2c1C1(CCN(C(=O)c3ccccc3)CC1)C(C#N)=C(N)O2,4.2,3.7,5.4,/,/,/,/,0%,6,721,i,-1,i,-1,-0.27,-0.72,1.2,-1,-11
O=C1CCc2ccc(NC(=O)C3CC3)cc2N1,2.5,2.6,8.8,/,/,0.0,1127,3%,-3,726,i,2,i,0.7,-0.13,0.51,-0.9,-14,3
COc1cccc(NC(=O)CC2C(=O)NC3CCCCC3N2C(=O)c2ccc(F)cc2)c1 (stereo not drawn),4.7,1.6,6.9,/,/,-1.8,1196,27%,2,782,i,0,i,0.72,0.33,0.49,0.63,-9,-19
Cn1cc(/C=C/C(=O)N2CCCC(C(=O)c3cccc4ccccc34)C2)cn1 (stereo not drawn),/,/,/,-0.19,1093,0.4,1395,6%,-15,727,/,/,i,0.94,-0.092,0.69,0.1,/,/
O=C(c1ccc(Cn2c(=S)[nH]c3ccc(Br)cc3c2=O)cc1)N1CCN(C2CCCCC2)CC1,1.9,1.8,9.7,/,/,0.5,597,8%,-19,747,i,19,i,0.27,-0.15,0.31,-0.26,73*,53*
Cc1nn2c(N3CCCC3)cc(C(C)C)nc2c1-c1ccccc1,3.0,4.7,7.9,0.12,1383,-3.8,981,12%,/,/,i,7,i,0.81,-0.089,0.67,-0.041,23,8
CC1CN(c2cc(=O)n(-c3ccccc3)c(=O)[nH]2)CC(C)O1 (stereo not drawn),2.8,1.7,6.0,-0.28,1807,0.3,1069,-12%,-4,628,i,-13,i,-0.8,-0.25,-0.34,2,-4,7
COCCNC(=O)NC12CC3(C)CC(C)(CC(C)(C3)C1)C2,1.6,2.0,9.8,-1.3,1629,-2.2,1041,12%,-9,676,i,-23,i,-1.2,0.38,-0.3,0.74,8,18
C=CCNc1nc(NCCN2CCOCC2)nc(N2CCOCC2)n1,3.0,1.9,6.6,-0.13,1365,0.2,1042,5%,1,740,i,-6,i,0.2,-0.26,0.2,0.54,-3,-4
COC(=O)CSc1nc2cc(C)cc(C)c2cc1C#N,4.6,2.3,3.9,1.8,1317,0.5,1147,-31%,/,/,i,2,i,-1,-0.12,-0.29,0.99,-3,-8
Nc1nc(-c2cccnc2)nn1S(=O)(=O)c1ccccc1,2.3,1.0,9.6,/,/,/,/,/,/,/,i,3,i,-1,-0.19,-0.3,1.6,-11,0
O=[N+]([O-])c1cccc(S(=O)(=O)NCCc2cn3ccccc3n2)c1,/,/,/,2.2,1027,1.2,1275,-6%,-1,632,/,/,i,-0.27,-0.069,0.26,0.23,/,/
COc1ccc(CCc2nc(-c3ccc(-n4cccc4)cc3)no2)cc1,1.9,2.9,6.9,-0.89,1034,-1.7,1189,27%,/,/,i,0,i,1.1,1.4,1.1,-1.1,18,-2
COc1cc(C)nc(N2CCCC(C(=O)Nc3cccc(Cl)c3C)C2)n1 (stereo not drawn),2.4,2.7,4.3,3.9*,772*,-2.8,743,9%,/,/,i,1,i,-0.2,-0.18,0.1,0.6,8,-10
CCOc1ccc2nnc(-c3ccc(Br)cc3)n2n1,3.5,0.1,4.8,-0.91,1056,0.1,1029,2%,-3,744,i,-8,i,-0.33,-0.27,0.085,0.35,-3,-11
CCCN(Cc1cc2cccc(C)c2[nH]c1=O)C(=O)c1cccc(OC)c1,2.6,1.7,4.5,/,/,/,/,/,/,/,i,-3,i,0.098,0.26,0.038,0.071,/,/
N#Cc1ccc(NC(=O)CCc2nc3ccccc3s2)cc1,5.5,2.0,4.5,/,/,-1.6,1003,14%,14,635,i,-3,i,-0.44,-0.31,-0.4,0.26,-14,-30
Cc1cc(C)c2c(=O)n(CC(=O)NCCCN3CCN(c4ccccc4F)CC3)sc2n1,4.2,1.7,6.2,1.4,1965,-3.8,1115,3%,-1,636,i,1,/,-7.9*,1.6*,-2.5*,-3.4*,-2,5
O=C(CCc1nc(-c2cccs2)no1)NCc1ccc(F)cc1Cl,2.3,3.4,4.8,-1.1,1034,/,/,5%,/,/,+,-26*,i,-0.1,0.16,0.033,-0.54,5,2
Cc1ccc([N+](=O)[O-])c(OCCCNCC(C)O)c1 (stereo not drawn),2.4,1.3,8.0,0.47,1594,-2.0,974,7%,-5,692,i,15,i,-0.03,-0.18,0.2,0.81,4,-5
CCN(C(=O)COC(=O)c1n[nH]c2ccccc12)C1CCS(=O)(=O)C1 (stereo not drawn),2.8,3.4,5.0,0.37,1206,/,/,1%,5,693,i,3,i,0.79,-0.2,0.067,-1.2,-5,-8
COc1ccccc1N1CCN(CC(O)COc2cccc3ccccc23)CC1 (stereo not drawn),4.0,3.3,5.1,0.04,1440,2.6,1100,-9%&-3%,-18&-16,671&710,i,-12,i,-0.99,-0.17,0.065,0.72,22&20,3&23
CCNc1cc2oc(=O)c(CN3CCOCC3)c(C)c2cc1C,3.4,2.2,1.8,/,/,-4.5,1049,4%,/,/,i,9,i,-0.66,-0.18,-0.32,1.1,17,6
Cc1nnc(NC(=O)CCn2cnc3ccccc3c2=O)s1,1.9,2.0,6.8,-0.04,1651,8.2,934,2%,-10,739,i,-3,i,0.74,-0.085,0.41,-0.13,-19,-2
CCOC(=O)c1ccc(-n2c(CN(CC)CC)nc3ccc([N+](=O)[O-])cc3c2=O)cc1,4.6,1.6,12,/,/,-1.1,1115,8%,17,716,i,20,i,-0.82,-0.19,-0.36,-0.0049,3,-3
CCOc1ccccc1Nc1nc(-c2sc(NC(=O)c3ccc([N+](=O)[O-])cc3)nc2C)cs1,11,5.2,19,/,/,/,/,-95%,/,/,i,5,i,1.1,-0.24,-0.38,0.064,14,4
CN(C(=O)CSc1nnnn1-c1ccccc1)C1CCS(=O)(=O)C1 (stereo not drawn),1.5,2.0,11,/,/,-7.0,1150,18%,9,679,i,5,i,0.38,-0.17,0.25,0.24,-8,-22

# These rows are one share of the data, so the mix of outcomes need not match the whole.
